Source: PubChem (National Center for Advancing Translational Sciences (NCATS))
SW480 rerep: inducers of DNA re-replication in SW480 colon cancer cells | SW480 DNA re-replication, Hoechst DNA content imaging, 48 h | Potency, µM (doses to about 46.1 µM), inactives show at the top dose re-replication activation, actives largely listed as activators | 1.8% of 340,000 active | AID 624297; further: potency means the concentration at half of the fitted maximal effect; % of control where 0% means no effect; nearly all actives have a fitted effect of over 55% in size
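First, 250 cells per well were seeded. Next, compound or vehicle (23 nL) was pinned in, plates sat 48 hr at 37 C. Finally Hoechst was added for 40 min before fluorescence scanning.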
WRN inhibitor: inhibitors of human WRN helicase | Q14191 | WRN helicase unwinding, fluorescent forked duplex, kinetic | Potency, µM (top dose mostly 114 µM), for the others: at the top dose activity change, negative = inhibition, actives largely listed as inhibitors | 0.46% of 360,000 active; further: potency means the concentration at half of the fitted maximal effect; on the % scale 0 is the no-effect control and ±100 the full control effect; nearly all actives have a fitted effect of over 55% in size
Target sequence (Q14191 whole entry, looked up): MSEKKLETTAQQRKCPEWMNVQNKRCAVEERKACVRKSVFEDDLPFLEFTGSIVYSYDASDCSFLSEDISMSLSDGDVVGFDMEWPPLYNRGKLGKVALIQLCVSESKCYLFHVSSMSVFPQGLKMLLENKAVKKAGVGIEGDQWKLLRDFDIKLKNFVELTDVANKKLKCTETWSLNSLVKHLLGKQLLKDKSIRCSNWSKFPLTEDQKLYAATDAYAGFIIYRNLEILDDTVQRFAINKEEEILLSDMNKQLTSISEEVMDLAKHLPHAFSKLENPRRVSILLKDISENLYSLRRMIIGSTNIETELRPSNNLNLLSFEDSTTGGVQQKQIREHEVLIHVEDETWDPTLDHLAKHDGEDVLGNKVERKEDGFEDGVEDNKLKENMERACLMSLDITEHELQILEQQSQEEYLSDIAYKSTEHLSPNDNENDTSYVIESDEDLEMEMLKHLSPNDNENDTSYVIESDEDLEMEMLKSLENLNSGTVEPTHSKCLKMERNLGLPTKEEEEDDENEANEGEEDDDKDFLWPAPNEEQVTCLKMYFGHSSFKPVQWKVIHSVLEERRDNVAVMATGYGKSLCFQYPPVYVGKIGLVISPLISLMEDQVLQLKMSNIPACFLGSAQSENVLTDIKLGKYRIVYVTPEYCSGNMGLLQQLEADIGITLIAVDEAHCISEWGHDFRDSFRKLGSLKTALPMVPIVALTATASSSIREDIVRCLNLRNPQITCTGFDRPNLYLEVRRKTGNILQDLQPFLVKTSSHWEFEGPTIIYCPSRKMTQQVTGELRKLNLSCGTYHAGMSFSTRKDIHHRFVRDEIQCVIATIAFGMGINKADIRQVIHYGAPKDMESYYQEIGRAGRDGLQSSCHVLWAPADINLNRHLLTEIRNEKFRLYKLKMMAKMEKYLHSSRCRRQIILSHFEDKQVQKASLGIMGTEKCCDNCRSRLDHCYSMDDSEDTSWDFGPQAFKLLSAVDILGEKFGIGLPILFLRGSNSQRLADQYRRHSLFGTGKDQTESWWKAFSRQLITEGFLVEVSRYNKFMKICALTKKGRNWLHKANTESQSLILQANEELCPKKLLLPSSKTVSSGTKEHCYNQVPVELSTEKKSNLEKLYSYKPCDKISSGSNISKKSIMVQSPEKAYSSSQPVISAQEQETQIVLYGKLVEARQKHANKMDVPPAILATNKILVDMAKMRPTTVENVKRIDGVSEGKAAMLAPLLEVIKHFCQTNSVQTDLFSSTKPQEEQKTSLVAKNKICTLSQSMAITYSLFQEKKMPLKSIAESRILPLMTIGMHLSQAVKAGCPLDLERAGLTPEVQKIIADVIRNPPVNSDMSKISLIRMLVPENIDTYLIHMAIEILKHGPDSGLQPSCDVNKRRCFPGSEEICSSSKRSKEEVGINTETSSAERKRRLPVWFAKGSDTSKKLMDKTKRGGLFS
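WRN at 20 nM final preincubated with compound 15 min at room temperature; reaction started with 100 nM fluorophore/quencher forked duplex oligonucleotide and 2 mM ATP final. Unwinding followed kinetically by red fluorescence (ex 525, em 598 nm).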
IL1B secr inh: blocks inflammasome-driven IL-1 beta release; THP-1 LPS/ATP IL-1B secretion, AlphaLISA, 16 h; stronger effect = lower value; activity change, % at 57.5 µM; 4.7% of 360,000 active; AID 743279; in the data active means activity change below about -50%; inconclusive means mostly about -30% to -49%; further: on the % scale 0 is the no-effect control and ±100 the full control effect
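Secreted IL-1B measured by AlphaLISA bead assay after 16 h compound exposure of THP-1 cells; compounds (final up to 57.5 uM) added 1 h before LPS (250 ng/mL) and ATP (1.25 mM) stimulation; lower signal means less secretion.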
KB-V1 cytotox: KB-V1 MDR subline cytotoxicity; AID 1347076; KB-V1 MDR cells viability, CellTiter-Glo, 72 h; 3.4% of 400,000 active; Potency, µM (doses to about 46.1 µM), for the others: at the highest dose activity change, negative = cytotoxicity, most hits filed as cytotoxic; further: potency means the concentration at half of the fitted maximal effect; on the % scale 0 is the no-effect control and ±100 the full control effect; nearly all actives have a fitted effect of over 60% in size
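KB-V1 cells (P-gp-expressing MDR subline of KB-3-1) in phenol-red-free DMEM with 10% FBS were exposed to library compounds over a concentration series for 72 h at 37 degrees C. Viability read by CellTiter-Glo luminescence; concentration-effect curves fitted after normalization.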
HT1080 IDH1KD tx: kills HT-1080 cells with IDH1 knockdown; AID 686971; Potency, µM (highest dose often 46.1 µM), without a hit: top-dose activity, negative = toxicity, most hits filed as cytotoxic; HT-1080 IDH1 knockdown viability, ATP luminescence, 48 h; 2% of 360,000 active;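 further: potency means the concentration at half of the fitted maximal effect; 0% = DMSO wells and -100% = cell-free medium wells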
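CellTiter-Glo luminescence after 48 h compound exposure at 37 degrees C of IDH1-knockdown HT-1080 cells in 5% FBS RPMI. %Activity scaled between DMSO wells and cell-free media wells, with curves fitted and assigned curve classes.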
MCF10A rerep: induces DNA re-replication in MCF 10a normal breast cells | MCF 10A DNA re-replication, Hoechst nuclear intensity, 48 h | Potency, µM (top dose mostly 46.1 µM), for inactives: at the top dose activity, positive = re-replication, actives largely listed as activators | 2.9% of 350,000 active | AID 624296; further: potency means the concentration at half of the fitted maximal effect; % of control where 0% means no effect; nearly all actives have a fitted effect of over 50% in size
ATXN2 expr inh: ATXN2 expression inhibition | HEK-293 ATXN2-luciferase reporter, luminescence, 24 h | Potency, µM (series often up to 57 µM), without a hit: at the top dose activity change, negative = inhibition, hits mostly inhibitors | 0.72% of 360,000 active | AID 1745845; further: potency means the concentration at half of the fitted maximal effect; on the % scale 0 is the no-effect control and ±100 the full control effect; nearly all actives have a fitted effect of over 55% in size
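qHTS (up to 57 uM final) was run with 24 h compound exposure of reporter cells at 37 °C. Each well was multiplexed: SteadyGlo luminescence measured ATXN2-luciferase expression after a fluorogenic Gly-Phe-AFC viability readout (25 uM final).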
KB-3-1 cytotox: kills parental KB-3-1 adenocarcinoma cells; AID 1347075; Potency, µM (highest dose often 46.1 µM), for the others: at the top dose activity change, negative = cytotoxic, actives largely listed as cytotoxic; 1.4% of 400,000 active; KB-3-1 viability, CellTiter-Glo ATP luminescence, 72 h; further: potency means the concentration at half of the fitted maximal effect; on the % scale 0 is the no-effect control and ±100 the full control effect; nearly all actives have a fitted effect of over 60% in size
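Cells are dispensed, compounds pinned in, plates held at 37 °C for 72 h, then CellTiter-Glo is added and luminescence read after 10 minutes. Cell line: parental KB-3-1 in phenol-red-free DMEM, 10% FBS.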
HT1080-NT tox: kills 2HG-producing HT-1080-NT fibrosarcoma cells; HT-1080-NT fibrosarcoma viability, CellTiter-Glo ATP luminescence, 48 h; Potency, µM (top dose mostly 46.1 µM), without a hit: at the top dose activity, negative = less viability, usual class: cytotoxic; 1.6% of 360,000 active; AID 686970;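 further: NT is the 2HG producing partner of a matched IDH1 knockdown line; potency means the concentration at half of the fitted maximal effect; 0% = DMSO-treated cells and -100% = media-only wells without cells; nearly all actives have a fitted effect of over 55% in size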
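Luminescent CellTiter-Glo readout after 48 hours of compound exposure at 37 degrees C defined viability of HT-1080-NT cells. Activity was normalized to DMSO wells and cell-free media wells; concentration-response curves were fitted and assigned curve classes.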
An asterisk follows results filed as active; ? = inconclusive; . = not tested or not shown; & = joins results of further samples; [ ] = dose if it differs, or a comment. Unless noted, the call rests on the fitted dose curve; in most records, active means well fitted curve in the direction sought with a large enough effect; inconclusive means small, poorly fitted or top-dose-only effect, or another doubt; inactive means no such curve, though single readings can be large; an effect the other way counts as inactive or inconclusive.

SMILES	SW480 rerep	WRN inhibitor	IL1B secr inh	KB-V1 cytotox	HT1080 IDH1KD tx	MCF10A rerep	ATXN2 expr inh	KB-3-1 cytotox	HT1080-NT tox
CC(C)Cc1nnc(NC(=O)CCC(=O)Nc2ccc(F)cc2)s1	2%	0%	7	-10%	4%	2%	-4%	25%	9%
CN(C)C(=O)COC(=O)c1ccccc1Nc1ccc(SC(F)F)cc1	-2%	-3%	-19	8%	?	7%	.	-6%	-10%
COC(=O)C(Cc1ccccc1)NC(=S)NC(=O)c1ccccc1 (stereo not given)	3%	0%	9	-4%	-2%	2%	-9%	-2%	-14%
NS(=O)(=O)c1ccc(CCNC(=O)/C=C/c2ccccc2[N+](=O)[O-])cc1	9%	2%	33	17%	6%	2%	.	-2%	0%
Clc1ccc(-c2nnc3ccccn23)cc1	5%	-6%[57.1 µM]	-5	-13%	7%	1%	-2%	4%	14%
Cc1cc(Br)ccc1NC(=O)C1CSC2(C)CCC(=O)N12 (stereo not given)	3%	11%	1	-7%	6%	0%	8%	6%	4%
CC1CCN(C(=O)COC(=O)c2ccc3c(c2)OCCO3)CC1	-2%	-2%	7	-5%	13%	-6%	67%[activator]	4%	8%
CC[n+]1oc(-c2ccccc2)cc1C	-16%	4%	8	2%	2%	-8%	-3%	?	9%
Cc1cc(C)n2nc(SCC(=O)NC3(C#N)CCCCC3)nc2n1	.	4%	8	-1%	5%	.	.	4%	8%
Cc1ccccc1OCCOC(=O)c1c(-c2ccccc2)noc1C	9.2µM*	6%	64	?	5.8µM*	?	-12%	9.2µM*	7.3µM*
OCCC1CN(Cc2cc3ccccc3o2)CCN1Cc1ccc(F)cc1 (stereo not given)	4%	2%	25	-3%	0%	?	5%	0%	2%
CCOC(=O)CCc1cnccc1-c1cccc(OC)c1O	-6%	.	.	?	.	?	4%	0%	.
Cc1nnc(SCc2ccccc2)n(N)c1=O	-2%	-9%	2	6%	12%	-4%	13%	1%	7%
Cc1ccc(NS(=O)(=O)c2cc(C(=O)N(C)C)ccc2C)cc1C	0%	-31%	37	0%	5%	1%	-22%[11.3 µM]	2%	9%
Cn1c(N)c(C(=O)COC(=O)c2ccc(C(F)(F)F)cc2)c(=O)n(C)c1=O	-8%	-8%	-1	.	13%	-4%	-3%	.	-5%
CC1CCCN(C(c2cccs2)c2nnnn2Cc2ccccc2)C1 (stereo not given)	9%	-9%	-23	?	-12%	7%	-12%	?	-25%
O=C(c1ccc2c(c1)C(=O)N(Cc1ccco1)C2=O)N1CCOCC1	0%	-1%	11	2%	1%	1%	11%	3%	15%
O=C(Cn1cc(SCc2ccc(Cl)cc2)c2ccccc21)N1CCOCC1	9%	-6%	0	0%	-25%	?	17%	2%	-7%
C=CCNC(=O)Cn1c(=O)c2c(ncn2CCC(C)C)n(Cc2ccccc2)c1=O	0%	-1%	-5	?	2%	9%	-13%	14%	3%
O=C(Nc1ccc(Cl)c(S(=O)(=O)N2CCOCC2)c1)c1cn2ccccc2n1	5%	-18%	34	?	21%	-5%	4%	-21%	5%

Two compounds drawn at random from the list so far, as already listed:
SMILES	SW480 rerep	WRN inhibitor	IL1B secr inh	KB-V1 cytotox	HT1080 IDH1KD tx	MCF10A rerep	ATXN2 expr inh	KB-3-1 cytotox	HT1080-NT tox
O=C(Nc1ccc(Cl)c(S(=O)(=O)N2CCOCC2)c1)c1cn2ccccc2n1	5%	-18%	34	?	21%	-5%	4%	-21%	5%
CC1CCN(C(=O)COC(=O)c2ccc3c(c2)OCCO3)CC1	-2%	-2%	7	-5%	13%	-6%	67%[activator]	4%	8%

Going on with the list.
SMILES	SW480 rerep	WRN inhibitor	IL1B secr inh	KB-V1 cytotox	HT1080 IDH1KD tx	MCF10A rerep	ATXN2 expr inh	KB-3-1 cytotox	HT1080-NT tox
Nc1nc(SCC(=O)Nc2ccc(Br)cc2Br)n[nH]1	-7%	-11%	-24	.	3%	1%	8%	.	11%
O=C(CCc1ccccc1)Nc1ncn[nH]1	-6%	2%	-10	28%	10%	-4%	-3%	17%	10%
Cc1cc(N2C(=O)C(O)=C(C(=O)c3ccc(C)o3)C2c2cccc(Cl)c2)no1 (stereo not given)	.	-4%	1	?	?	.	.	?	-13%
CCN(CC)CCn1c2c(c(SCC(=O)Nc3nc4ccccc4s3)nc1=O)CCCC2	0%	12%	-96*	-10%	2%	10%	-16%	31%	4%
Cc1ccc2nc(NC(=O)CCNS(=O)(=O)c3ccc(Br)s3)sc2c1	0%	-13%	2	18µM*	?	?	-27%	21%	?
CCOc1ccc(NC(=O)CN(C)C(=O)C2CCCO2)cc1OCC (stereo not given)	-4%	8%	6	8%	8%	-1%	7%	0%	6%
NCC[C@H](O)C(=O)N[C@@H]1C[C@H](N)[C@@H](O[C@H]2O[C@H](CN)[C@@H](O)[C@H](O)[C@H]2O)[C@H](O)[C@H]1O[C@H]1O[C@H](CO)[C@@H](O)[C@H](N)[C@H]1O	-13%&8%&2%	-10%	19	-2%	0%	9%&0%&8%	3%	0%	26%
Cc1ccc(Cl)cc1N1CCN(CC(O)COCc2ccco2)CC1 (stereo not given)	-8%	-4%	-21	-18%	-3%	22%	-28%	-11%	-6%
COc1ccc(OC)c(S(=O)(=O)Nc2ccccc2C(=O)O)c1	-17%	-8%	11	22%	14%	1%	0%	-1%	9%
CC(N=Cc1cccc(O)c1O)c1ccccc1 (stereo not given)	8.2µM*	32µM*	-27	-1%	-6%	?	1%	-1%	-14%
CC1(C)Cc2cccc(OCC(=O)N3CCN(c4ccc(F)cc4)CC3)c2O1	?	3%	-3	-27%	2%	-1%	7%	-13%	4%
OC(COC(c1ccccc1)c1ccccc1)CN1CCc2ccccc2C1 (stereo not given)	29%	-9%	-87*	?	?	?	-10%	0%	-30%
COc1ccc(NC(=O)COC(=O)CN2C(=O)C3CCCCC3C2=O)cc1OC (stereo not given)	1%	-11%	7	19%	-2%	-2%	.	5%	11%
COC(=O)c1c(C(=O)OC)c2ccncn2c1Cl	-1%	-14%	24	0%	9%	-10%	-9%	8%	13%
Nc1nnc(CSCc2ccccc2Cl)s1	-3%	-6%	4	3%	-6%	-2%	22%	15%	-11%
COc1ccc(-c2nn(CCC#N)cc2/C=N/O)cc1OC	1%	9%	39	4%	-10%	13%	-1%	?	1%
O=C(CNc1cccc2ccccc12)N/N=C/c1cccc(Oc2ccccc2)c1	-8%	0%	-7	0%	?	9%	.	4%	?
Cc1ccc(NS(=O)(=O)c2ccc3c(c2)NC(=O)CCS3)c(Cl)c1	-13%	-12%	71	?	-10%	-2%	-4%	-1%	-14%
COc1ccc(N(C(=O)Cn2nnc(-c3ccc(Cl)cc3)n2)C(C(=O)NCC2CCCO2)c2ccncc2)cc1 (stereo not given)	?	2%	-11	6%	1%	4%	8%	0%	5%
N#Cc1ccccc1COC(=O)c1cc(=O)c2ccccc2o1	-7%	6%	-5	?	7%	4%	25%	23%	-4%
CCN(CC)Cc1c(C(=O)N/N=C/c2cccs2)nnn1-c1nonc1N	-5%	-2%	17	0%	2%	-4%	-12%	-4%	-4%
COc1ccccc1C(=O)NNC(=O)c1ccc(C)cc1	-2%	-5%	18	-1%	-1%	-1%	17%	7%	-1%
COc1ccc(C(=O)Nc2ccc(NC(=O)c3ccccc3F)cn2)cc1	0%	6%[57.1 µM]	-13	-1%	-1%	8%	-11%	4%	-2%
Cc1ccc(N2C(=O)/C(=C/c3ccco3)SC2=S)cc1	2%	-13%	8	8%	-12%	?	30%	-5%	-19%
FC(F)(F)Oc1ccccc1C(c1nnnn1-c1ccc2c(c1)OCCO2)N1CCN(C/C=C/c2ccccc2)CC1 (stereo not given)	.	-3%	-7	?	-21%	.	-2%	-1%	-25%
Cc1cc(C(=O)N/N=C/c2cccnc2)c(C)o1	5%	-9%	7	4%	11%	3%	24%	-6%	13%
O=C(Nc1cccc2ccccc12)c1ccc2sc([C@H]3C[C@H](O)[C@@H](CO)O3)nc2c1	.	-4%	5	4%	-2%	.	14%	0%	-1%
COc1ccc(C)cc1NC(=O)C(Sc1nnc(Nc2cc(C)ccc2OC)s1)c1ccccc1 (stereo not given)	-2%	-13%	-4	2%	2%	2%	-2%	-2%	3%
Nc1ccc(N2CCN(c3ccc(F)cc3)CC2)cc1	?	-8%	-17	7%	-18%	?	?	12%	-17%
O=C(c1ccc(NS(=O)(=O)c2cccc([N+](=O)[O-])c2)cc1)N1CCN(C(=O)c2ccco2)CC1	25%	2%	15	0%	0%	-1%	-6%	1%	-3%
Cc1c(S(=O)(=O)NC2CCCCC2)c(=O)n(C)c(=O)n1C	-325%[inhibitor]	-6%	28	13%	4%	1%	6%	8%	8%
CN(Cc1ccccc1)Cc1c[nH]c2ccccc12	-5%[9.22 µM]	3%	?	1%	0%	4%	2%	0%	-8%
COc1ccc(NC(=O)COc2ccc(C(=O)NC3CCCc4ccccc43)cc2OC)cc1 (stereo not given)	1%	0%	16	-24%	4%	-1%	2%	20%	6%
COc1ncccc1-c1nnn(-c2ccc(F)cc2)n1	-14%	-1%	-4	3%	9%	-30%	76%[activator]	-21%	16%
N=C(N)c1ccc(/C=C/c2ccc(C(=N)N)cc2O)cc1	-2%&-1%	.	-3	-12%&5%	0%	25%&-2%	-23%	?	2%
O=c1[nH]n2c(C(F)(F)F)cc(C3CC3)nc2c1N=Nc1ccccc1	7%	-5%	0	-40%	16%	10%	-11%	-16%	2%
CC(C)(C)c1ccc(OCC(=O)Nc2ccc(C(=O)Nc3ccccc3C(=O)O)cc2)cc1	1%	?	18	?	0%	18µM*	0%	-8%	-8%

Compounds as they come; about 12% have a hit in one of these screens.
